Assay outcomes: PubChem, NMMLSC
HRas wt GTP: human HRas wildtype GTP binding, change in either direction; AID 759; GST-Ras wt beads, Bodipy-FL-GTP binding, flow cytometry; actives lie on both sides; GTP binding activity, % at 10 µM; P01112; hit rate 0.14% among 190,000;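 active = GTP binding activity at least 20% away from the 100% baseline, either lowered as inhibitor or raised as activator; inconclusive = flagged as likely green fluorescent, judged across all proteins in the well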;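 also: 0% = unlabeled GTP competition control and 100% = no-compound control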
Target sequence (P01112 whole entry, looked up): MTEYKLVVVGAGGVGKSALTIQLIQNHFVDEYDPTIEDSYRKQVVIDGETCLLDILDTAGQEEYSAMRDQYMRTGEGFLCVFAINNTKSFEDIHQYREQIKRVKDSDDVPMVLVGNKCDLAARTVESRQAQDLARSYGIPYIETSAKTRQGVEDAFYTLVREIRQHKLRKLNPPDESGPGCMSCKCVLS
Rab2A wt mod: changes GTP binding to wildtype dog Rab2A, up or down; P61105; GST-Rab2 wt beads, Bodipy-GTP binding, flow cytometry; GTP binding activity, % at 10 µM; hit rate 0.19% among 190,000; AID 760;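 active = GTP binding activity at least 20 points away from 100%, either lowered or raised; inconclusive = signal likely due to the compound's own green fluorescence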;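 also: 0% = beads with excess unlabeled GTP and 100% = no-compound control corrected for plate trend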
Bim-Bcl-B: inhibitors of Bim-Bcl-B interaction, human. Q9HD36. bead-based flow cytometry, Bim peptide-Bcl-B binding. inhibition, % at 10 µM. hit rate 0.073% among 190,000. AID 951;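 also: 0% = tracer peptide without compound and 100% = reference inhibitor peptide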
Target sequence (Q9HD36 whole entry, looked up): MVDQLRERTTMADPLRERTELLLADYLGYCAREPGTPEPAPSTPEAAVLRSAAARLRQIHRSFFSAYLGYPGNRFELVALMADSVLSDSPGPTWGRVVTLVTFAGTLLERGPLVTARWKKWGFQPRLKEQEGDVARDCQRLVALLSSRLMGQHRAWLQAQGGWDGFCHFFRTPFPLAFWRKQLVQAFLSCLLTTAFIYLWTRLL
Rac1 mut GTP: modulators of GTP binding to human Rac1 activated mutant; GST-Rac1 activated beads, fluorescent GTP binding, flow cytometry; actives lie on both sides; 100% means binding = to untreated wells; percent activity (GTP binding), % at 10 µM; hit rate 0.11% among 190,000; P63000;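 active = GTP binding at least 20 percentage points away from the 100% baseline, in either direction, so actives lie on both sides; inconclusive = Compound likely fluorescent itself, or too few beads counted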
Bfl-1 Bim block: human Bim-Bfl-1 interaction inhibition; Q16548; Bead-based flow cytometry, Bim-Bfl-1 binding inhibition; inhibition, % at 10 µM; hit rate 0.12% among 190,000;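 also: 0% = wells without compound plus tracer and 100% = blocker peptide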
Bcl-2 Bim block: human Bim-Bcl-2 interaction inhibition | P10415 | Bead-based flow cytometry, Bim peptide-Bcl-2 binding | inhibition, % at 10 µM | hit rate 0.06% among 190,000; in the data active = inhibition above about 40%; inconclusive = no clear call, values can overlap the other calls;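 also: 0% = no compound wells with probe peptide and 100% = reference peptide inhibitor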
Target sequence (P10415 whole entry, looked up): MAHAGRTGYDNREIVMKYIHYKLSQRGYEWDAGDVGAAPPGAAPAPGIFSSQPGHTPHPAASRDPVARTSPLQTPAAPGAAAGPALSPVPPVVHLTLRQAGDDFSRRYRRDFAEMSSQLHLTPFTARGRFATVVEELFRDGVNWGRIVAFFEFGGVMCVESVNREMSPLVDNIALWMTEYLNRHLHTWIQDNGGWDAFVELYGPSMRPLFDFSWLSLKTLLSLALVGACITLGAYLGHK
Cdc42 wt: modulators (inhibitors or activators) of GTP binding to human Cdc42 wildtype. P60953. GST-Cdc42 beads, Bodipy-GTP binding, flow cytometry; actives lie on both sides. percent activity (GTP binding), % at 10 µM. hit rate 0.2% among 190,000. AID 761;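 active = percent activity GTP binding at least 20 points away from the 100% baseline, either down as inhibitor or up as activator; inconclusive = compound flagged as likely green fluorescent from well-wide comparison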;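 also: median bead fluorescence of bound Bodipy-FL-GTP at 100 nM; 0% = excess unlabeled GTP control and 100% = no compound control; below 100% means less GTP binding so inhibitor and above means activator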
Target sequence (P60953 whole entry, looked up): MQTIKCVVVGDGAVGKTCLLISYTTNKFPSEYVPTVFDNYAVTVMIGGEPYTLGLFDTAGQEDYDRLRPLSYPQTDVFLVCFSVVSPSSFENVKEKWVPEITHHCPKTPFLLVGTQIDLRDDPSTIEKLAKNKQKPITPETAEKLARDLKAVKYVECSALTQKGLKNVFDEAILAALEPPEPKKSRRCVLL
Rac1 wt modul: modulators of human Rac1 wildtype GTP binding; AID 757; GTP binding activity (% of control), % at 10 µM; hit rate 0.27% among 190,000; GST-Rac1 beads, fluorescent GTP binding, flow cytometry; actives lie on both sides; 0 = cold GTP competed, 100 = untreated;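 active = GTP binding activity at least 20 points away from the 100% control level, either lower or higher; inconclusive = compound flagged as likely green fluorescent, judged across all proteins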
Bcl-W Bim block: inhibitors of Bim-Bcl-W interaction, human; Q92843; bead-based flow cytometry, Bim peptide-Bcl-W binding; inhibition, % at 10 µM; hit rate 0.02% among 190,000; AID 952;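 also: 0% = bound tracer without compound and 100% = peptide blocker; higher means less fluorescent Bim peptide bound to Bcl-W beads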
Target sequence (Q92843 whole entry, looked up): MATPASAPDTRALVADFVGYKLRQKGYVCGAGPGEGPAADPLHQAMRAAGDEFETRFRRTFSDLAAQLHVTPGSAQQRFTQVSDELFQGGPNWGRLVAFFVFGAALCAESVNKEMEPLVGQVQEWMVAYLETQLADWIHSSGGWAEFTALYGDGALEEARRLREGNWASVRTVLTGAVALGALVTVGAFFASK
Bcl-XL Bim block: human Bim-Bcl-XL interaction inhibition; Q07817; Bim peptide-Bcl-XL binding, bead flow cytometry, fluorescence; inhibition, % at 10 µM; hit rate 0.04% among 190,000; AID 1007
Rab7 wt modul: alters GTP binding to wildtype dog Rab7. GST-Rab7 beads, fluorescent GTP binding, flow cytometry; actives lie on both sides; untreated = 100%, excess cold GTP = 0%. GTP binding activity (percent of control), % at 10 µM. hit rate 0.055% among 190,000;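 active = fluorescent GTP binding to Rab7 beads changed by at least 20 points from the 100% baseline, either direction, mostly lower; inconclusive = compound itself probably fluorescent, or too few beads counted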;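 also: median green fluorescence of bound Bodipy-FL-GTP per Rab7 bead population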
* = called active by the depositor; ? = inconclusive. Rule as the data show it, unless noted: active = inhibition above about 40%. Compounds as they come; overall some 0.62% were active at least once.

SMILES	HRas wt GTP	Rab2A wt mod	Bim-Bcl-B	Rac1 mut GTP	Bfl-1 Bim block	Bcl-2 Bim block	Cdc42 wt	Rac1 wt modul	Bcl-W Bim block	Bcl-XL Bim block	Rab7 wt modul
C=C(C)Cn1c(CCCNC(=O)CC)nc2ccccc21	104	103	-3	99	-3	-1	104	104	-2	-5	98
CCN=C1S/C(=C\c2ccc(N3CCOCC3)cc2C)C(=O)N1CC	101	98	-5	101	-7	-6	101	106	-2	-3	103
CCOc1ccccc1N(C)C(=O)C1CCN(S(=O)(=O)c2cccc3nonc23)CC1	97	97	-10	97	-13	-11	98	98	0	1	102
Cc1c(NC(=O)c2ccc(F)cc2)c(=O)n(-c2ccccc2)n1C	101	99	-3	100	-8	-5	102	105	1	-1	98
CCOc1ccc(CN2CCN(S(=O)(=O)c3ccc(NC(C)=O)cc3)CC2)cc1OC	103	103	-7	102	-8	-10	104	105	-1	-4	103
CCOC(=O)N1CCN(C(=O)CCc2c(C)nc3nc(C)nn3c2C)CC1	100	103	-3	100	-12	-2	101	103	-1	0	98
CC(C)c1ccc(N2C(=O)CC(Sc3ncn[nH]3)C2=O)cc1 (stereo not given)	100	98	-9	99	-15	-1	99	106	-1	-6	100
COc1ccc(-c2cc(CCCC(=O)NCCc3cc(OC)ccc3OC)no2)cc1	105	104	0	100	-1	-3	106	102	0	0	104
Cc1ccc(NC2=NC(c3ccccc3)n3c(nc(C)cc3=O)N2)c(C)c1 (stereo not given)	102	102	0	100	0	2	100	103	1	-3	102
Cn1c(-c2ccc3c(c2)OCO3)cnc1NCc1cccc(Cl)c1	102	98	-1	96	0	2	103	98	6	2	95
Cc1cc(C=C2C(=O)c3ccccc3C2=O)c(C)n1-c1ccc(Cl)cc1	95	96	-7	96	1	3	94	95	8	0	99
CC(=O)Nc1ccc(S(=O)(=O)NC2(C(F)(F)F)NC(=O)N(c3ccc(Cl)cc3)C2=O)cc1 (stereo not given)	100	96	8	98	-3	-11	100	101	20	12	95
CCOc1cc(NC(=S)Nc2cccc(OC)c2)c(OCC)cc1NC(=O)c1ccc(C)cc1	106	104	-3	101	-2	-3	108	105	-2	0	100
Cc1ccc(N(CCC#N)C(=O)CSc2ccc3c(c2)OCCO3)cc1	101	97	-2	93	-3	0	98	95	-6	-1	98
CCCC(=O)c1ccc(-c2ccccc2)cc1	101	101	-10	103	-11	-11	102	103	3	-3	102
CN1CCN(NC(=O)c2cc(-c3cccc(Cl)c3)nc3ccccc23)CC1	98	100	-1	97	-6	-1	100	100	0	-1	96
Nc1n[nH]c2ccccc12	100	100	0	97	0	0	95	101	0	0	97
CC(C)C[C@H](NC(=O)c1[nH]cnc1C(=O)N[C@H](C)c1ccccc1)C(=O)OC(C)(C)C	94	93	2	96	-5	-5	93	95	-2	1	94
CC1=C(c2ccc(C)cc2)S(=O)(=O)N(CC(=O)O)C1=O	100	101	-5	101	-10	-5	100	105	0	-7	99
O=C(Cn1c(=O)oc2cc(S(=O)(=O)N3CCCC3)ccc21)N1CCN(C2CCCCC2)CC1	102	101	-4	101	-10	-7	103	106	0	-4	101
Cc1ccc(C(=O)Nc2sc(C)c(-c3ccccc3)c2C(N)=O)cc1[N+](=O)[O-]	104	102	-35	104	-7	-15	105	111	-3	-7	99
CC(=O)c1c(C)[nH]c(C(=O)Nc2ccccc2N2CCOCC2)c1C	94	97	-5	94	-6	-5	96	98	-1	0	97
CSCCC(NC(=O)c1ccc(Cl)cc1)C(=O)OCC(=O)Nc1cc(Cl)ccc1C (stereo not given)	95	96	-9	97	-13	-12	100	103	-6	-7	99
CCSc1nnc(NC(=O)COc2cccc3ccccc23)s1	98	96	-2	98	-9	5	100	102	5	-1	95
CCOc1ccc(S(=O)(=O)NN=C2CCN(C(C)=O)CC2)cc1	98	101	-2	95	-6	-2	101	102	2	-2	106
Cc1cc(C(=O)N2CCCC(C(=O)c3cccc(C(F)(F)F)c3)C2)nc(C)n1 (stereo not given)	95	98	0	98	-6	-3	96	98	0	0	95
CN(C)C=NC(=O)/C(C#N)=C/c1ccccc1	99	100	-5	96	-10	-5	99	99	0	-3	104
CC(=O)Nc1ccc(S(=O)(=O)NCC(=O)NCCc2ccc(S(N)(=O)=O)cc2)cc1	?	?	-4	?	-9	-3	?	?	-2	-1	?
COc1ccccc1CNC(=O)C1CC(c2ccccc2[N+](=O)[O-])=NO1 (stereo not given)	97	96	-2	94	-4	-3	95	92	4	0	96
COC(=O)c1ccc(OC(=O)CCN2c3ccccc3Sc3ccccc32)cc1	94	92	-7	92	-4	-4	93	93	-2	-6	96
FC(F)(F)c1cccc(N2CCN(CC3CC=CCC3)CC2)c1 (stereo not given)	100	100	-1	96	-3	-1	102	99	2	0	95
CC(=O)Nc1ccc(CN2CCN(CCC(C)C)C(CCO)C2)cc1 (stereo not given)	101	102	-8	96	-5	-3	101	102	-1	-3	105
COc1ccc(OCC(=O)Nc2ncc3c(n2)CC(C)(C)CC3=O)cc1	102	103	1	99	-2	1	103	101	-1	0	99
Cc1ccc2nc(SCC(=O)N3CCN(C(=O)c4ccco4)CC3)[nH]c2c1	101	98	-4	98	-3	-4	103	104	-5	-7	100
CCCc1cc(=O)[nH]c(SCc2cc(=O)oc3c(C)c(C)ccc23)n1	95	92	-6	93	-4	-3	93	94	-4	-7	96
c1cn2c(NC3CCCC3)c(-c3ccc(N4CCOCC4)cc3)nc2cn1	103	101	-3	100	-4	-1	103	106	0	-4	101
O=C(CCSc1ccccc1)NC(=O)COC(=O)c1ccc(OC(F)F)cc1	99	96	-5	98	-9	-5	103	103	-5	-4	97
O=C(/C=C/c1cccc(Cl)c1)NCc1ccccc1	99	97	0	95	-3	2	94	100	6	1	103
O=C(COC(=O)c1ccc2c(c1)OCO2)NC1CCS(=O)(=O)C1 (stereo not given)	101	100	-3	98	0	9	99	104	-1	-2	102
Cc1cccc(NC(=S)NCCC(c2ccccc2)c2ccccc2)c1	96	94	-5	98	-2	-2	98	101	-3	-5	96
COc1ccc2oc(=O)c(C(=O)Nc3cccc(C)c3)cc2c1	93	96	-5	95	-6	-5	96	96	0	-3	96
COc1ccc(Br)cc1S(=O)(=O)N1CCOCC1	105	104	-6	103	-9	-10	106	109	2	-2	103
O=S(=O)(NCc1ccc2c(c1)OCO2)c1cccc2cccnc12	102	102	-8	102	-5	-4	105	109	-4	-1	101
CC1CCc2nn(CC(=O)NCCC3=CCCCC3)cc2C1 (stereo not given)	98	96	-5	94	-10	-4	98	97	-2	-3	97
Cc1ccc(NC(=O)CCn2c(=O)oc3ccccc32)cc1	103	101	-6	100	-18	-11	104	104	-2	-7	104
O=C(c1ccco1)N1CCN(C(=O)c2cnn3cccnc23)CC1	96	100	-3	97	-7	-7	98	101	2	-2	101
O=C(CN1C(=O)CCC1=O)Nc1nc(-c2cccs2)cs1	99	99	-10	100	-22	-10	101	101	-5	-13	101
O=C(Nc1ccc(Cl)cc1)N1CCCN(Cc2ccc(F)cc2)C1	103	100	-2	99	-2	-1	105	107	0	-1	101
CCOC(=O)c1cnc2ccc(C(=O)OC)cc2c1NCCc1ccc(OC)c(OC)c1	100	101	-9	100	-11	-8	97	103	-2	-4	101
Cc1c(-n2cccc2C=O)cccc1[N+](=O)[O-]	95	99	-2	95	-4	1	102	97	-1	-2	99
CCS(=O)(=O)N1CCN(C2CCC(C)CC2)CC1 (stereo not given)	101	100	-8	98	-19	-7	103	108	-2	-9	101
CS(=O)(=O)N(CC(=O)NC1CCCCC1)c1cccc(Cl)c1	103	103	-8	100	-15	-8	103	108	0	-4	104
O=C(CN1C(=O)c2ccccc2C1=O)Nc1cccc2cccnc12	100	97	-7	100	-11	-6	100	101	0	-5	101
CCn1c(SCc2nc3ccccc3c(=O)[nH]2)nnc1-c1ccncc1	101	100	0	100	-12	0	101	105	1	-6	97
O=C(O)c1cccc(-n2nnnc2SCc2ccccc2Cl)c1	95	95	-1	95	-5	4	94	98	-5	-3	95
CC(NCCC(c1ccccc1)c1ccccc1)c1ccccc1 (stereo not given)	100	98	-5	102	-2	-4	105	107	-5	0	101
CO/N=C/c1cccn1-c1nccc(OC)c1C#N	95	99	0	96	-2	-2	95	100	1	-4	98
O=C(O)c1cc(-c2ccco2)nc2ccccc12	97	99	3	98	0	0	101	102	2	1	98
O=C(CCCCCNC(=O)c1ccccc1)N/N=C/c1ccc(F)cc1	96	97	-1	93	-1	-2	95	96	-4	0	96
CN(C)C(C)(C)C#CCC(c1ccccc1)c1ccccc1	101	101	-1	103	-1	-2	102	104	-3	-2	102
Remaining list, next part.
SMILES	HRas wt GTP	Rab2A wt mod	Bim-Bcl-B	Rac1 mut GTP	Bfl-1 Bim block	Bcl-2 Bim block	Cdc42 wt	Rac1 wt modul	Bcl-W Bim block	Bcl-XL Bim block	Rab7 wt modul
O=C(c1cc([N+](=O)[O-])cc([N+](=O)[O-])c1)N1CCCc2ccccc21	97	98	-5	97	-4	-3	97	100	-3	-3	102
Cn1c(SCC(=O)Nc2nccs2)nnc1-c1ccco1	100	98	-2	97	-1	1	104	107	-2	-1	100
COc1nc2ccccc2c(=O)n1OCC(C)C	102	101	-7	98	-11	-7	102	104	0	-3	104
COc1ccc(-c2coc3cc(O)ccc3c2=O)cc1OC	99	99	0	97	2	-2	99	96	1	0	100
O=C(Nc1ccc2c(c1)OCO2)C1CCCCN1S(=O)(=O)c1ccccc1 (stereo not given)	104	103	-18	100	-11	-13	107	109	3	0	102
Cc1ccc(NC(=O)CC2C(=O)OCC3CCCCN32)cc1Cl (stereo not given)	101	104	-3	100	-2	-4	102	106	-2	0	103
COc1cccc(-c2nc(C=O)cs2)c1	89	91	-2	90	-5	0	88	84	-1	-2	93
COc1cccc2cc(/C(C)=N/Nc3nc(-c4cc(C)ccc4C)cs3)c(=O)oc12	98	95	-11	96	-13	-9	96	96	-1	0	96
Cc1sc2ncnc(SCC(=O)c3cccs3)c2c1C	99	99	-8	100	-10	-10	101	102	0	-7	97
O=C(COc1cccc2c1CCN(Cc1ccccc1)C2=O)NCc1ccco1	99	98	-7	98	-15	-8	97	98	-5	-7	100
CC(=O)Cc1nsc(NC(=O)c2ccco2)n1	?	?	-13	?	-11	-11	?	?	4	-7	?
CC[n+]1c(/C=C/c2c[nH]c3ccccc23)ccc2cc(C)ccc21	96	96	2	101	11	17	98	93	17	26	97
Cc1[nH]c2ccccc2c1CN1CCc2ccccc2C1	103	101	-8	99	-14	-11	103	103	0	-3	100
